# p53ts 32C kill: qHTS Screen for Compounds that Selectively Target Cancer Cells with p53 Mutations: Cytotoxicity of p53ts Cells at the Permissive Temperature. 130,000 tested, 0.93% active. H1299-p53A138V at 32C, ATP luminescence viability, 24 h. Potency, µM (series often up to 46.1 µM), for inactives: top-dose activity change, negative = cytotoxicity, most hits filed as cytotoxic;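 also: 0% = DMSO and -100% = full killing by reference compound; nearly all actives have a fitted effect of over 55% in size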
#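 ATP-content luminescence (ATPlite) read-out after 24 h compound exposure at 32C in H1299-p53A138V cells (600/well). Tested up to 46 uM. Normalized to DMSO (0%) and 100 uM tamoxifen (100% killing); Hill-fit AC50.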
# Peg3 imprint: qHTS Assay for Compounds that Induce Erasure of Genomic Imprints; mouse ES Peg3-LacZ reporter, beta-gal luminescence, 40 h; Potency, µM (series often up to 60.7 µM), for inactives: top-dose activity change, positive = activation, actives largely listed as activators; 110,000 tested, 0.02% active;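 also: 0% = negative control wells on the plate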
#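 Readout: BetaGlo luminescence (5 min, room temp) for LacZ from the normally silent maternal Peg3 allele in female Peg3LacZ-Neo ES cells. Cells 300/well, 40 h, 37C, 5% CO2. Data normalized per plate to negative controls.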
# * marks the source's active call; other numbers are inactive results; ? = inconclusive; / = not tested or not shown; & = joins results of further samples; [ ] = dose if it differs, or a comment. Calls follow the shape of the dose curve; as a rule, active = well fitted curve in the direction sought with a large enough effect; inconclusive = small, poorly fitted or top-dose-only effect, or another doubt; inactive = no such curve, though single readings can be large; an effect the other way counts as inactive or inconclusive. Potency is read from the fitted curve at half-maximal effect. An excerpt, so the mix of outcomes need not match the whole.
canonical_smiles,p53ts 32C kill,Peg3 imprint
CN(C)CCNC(=O)CCCN1C(=O)c2cccnc2Oc2ccc(Cl)cc21,1%,/
Cc1ccc(-c2cc(C(=O)N3CCN(S(=O)(=O)c4ccc(Br)cc4)CC3)[nH]n2)cc1C,-7%,/
O=C(Nc1ccc(F)c(F)c1)C(c1ccccc1)N1Cc2ccccc2C1=O (stereo not drawn),-7%,/
CCNC(=O)Cn1c(-c2cccs2)cc2ccccc21,-2%,/
COc1ccc(Nc2ncnc3c2nc2n3CCCCC2)cc1,?,/
CCCCn1cc(S(=O)(=O)c2ccc(C)c(C)c2)c(=O)c2cc(F)c(N3CCCC(C)C3)cc21 (stereo not drawn),-4%,/
CCc1ccc(NC(=O)CSc2nc3ncccc3[nH]2)cc1,-3%,/
COc1ccc(Nc2cc(C)c3cc(NC(=O)c4cc(OC)cc(OC)c4)ccc3n2)cc1,7%,/
Cc1cccc(NC(=O)N2CCC(CN3CCOCC3)CC2)c1C,-10%,/
COc1cccc(CNC(=O)CN2C(=O)CCCc3ccccc32)c1OC,-11%,/
CCCn1c2ccccc2c2cnn(CC(=O)N3CCC(C(=O)OCC)CC3)c(=O)c21,6%,/
Cc1cc(Cl)ccc1NS(=O)(=O)c1ccc2c(c1)CC(C)N2C(=O)C1CCC1 (stereo not drawn),4%,/
O=C(Cn1c(SCc2ccccc2F)nc2cccnc21)Nc1ccc(F)c(Cl)c1,-10%,/
COc1ccc(C)cc1NC(=O)N(Cc1ccc(C)o1)C1CCN(C(C)=O)CC1,-12%,/
CCOC(=O)C1=C(CN2CCCCC2)NC(=O)NC1c1ccc(OC)cc1 (stereo not drawn),0%,/
COc1ccc(N2CCN(C(=O)c3cc(NS(=O)(=O)c4ccc(F)cc4)ccn3)CC2)cc1,3%,/
O=C(c1nc(-c2ccc(Cl)cc2)n2c1CCCCC2)N1CCN(c2ccccc2F)CC1,-15%,/
CCOC(=O)c1ccc(NC(=O)COCc2cc(-c3ccc4c(c3)OCO4)on2)cc1,-12%,/
CCOc1ccc(CCNC(=O)c2ccc(-n3c(C)cc4c3CCC(C)C4)cc2)cc1OCC (stereo not drawn),5%,/
Cc1ccccc1NC(=O)N1CCC(CN2CCCC2)CC1,-26%,/
Cc1ccc(Cl)cc1NC(=O)N1CCC(CN2CCCCCC2)CC1,6%,/
CCOC(=O)C1=C(CN(C)Cc2ccccc2)NC(=O)NC1c1ccc(OC)cc1 (stereo not drawn),-1%,/
CSc1ncc(C(=O)NCc2ccccc2F)c(-c2ccccc2)n1,-3%,/
CCOc1ccc(CNC(=O)C2CCCN(c3nn4cc(-c5ccc(OC)cc5)nc4s3)C2)cc1 (stereo not drawn),1%,/
Cc1ccc(N2CCN(C(=O)C3CCN(c4ncnc5c4nc4n5CCCCC4)CC3)CC2)c(C)c1,-4%,/
COc1ccccc1CNC(=O)c1cnc(SC)nc1C,2%,/
COCCCNC(=O)c1ccc(Cn2c(SCc3cccc(C)c3)nc3cccnc32)cc1,?,/
CSc1ccc(CCNC(=O)C2CCN(c3ncnc4c3nc3n4CCCCC3)CC2)cc1,-1%,/
Cc1cccc(Cn2c(SCc3ccc(C(=O)NCc4ccccc4F)cc3)nc3cccnc32)c1,5%,/
Cc1oc(-c2cccc(Cl)c2)nc1Cn1c(SCc2ccc(F)cc2)nc2cccnc21,3%,/
Cc1cc(C)n(-c2nc3cc(Cl)ccc3nc2N2CCN(c3ccccc3F)CC2)n1,-11%,/
Cc1cc(C)c(NC(=O)COCc2cc(-c3cccs3)on2)c(C)c1,-9%,/
CCC(NC(=O)Nc1cc(OC)ccc1OC)c1c(-n2cccc2)sc2c1CCN(CC)C2 (stereo not drawn),-7%,/
Cc1cc(C)cc(NS(=O)(=O)c2cc3[nH]c(=O)c(=O)[nH]c3cc2C)c1,0%,/
CC1Cc2cc(S(=O)(=O)NCc3ccc(Cl)cc3)ccc2N1C(=O)C1CCC1 (stereo not drawn),-9%,/
CCCN1CCN(c2cc3c(cc2F)c(=O)c(S(=O)(=O)c2ccc(Cl)cc2)cn3C)CC1,-3%,/
Cc1ccc(Cn2cc(S(=O)(=O)c3ccc(C)cc3)c(=O)c3cc(F)c(N4CCCC4)cc32)cc1,1%,/
CCn1cc(S(=O)(=O)c2cccc(Cl)c2)c(=O)c2cc(F)c(N3CCC(C)CC3)cc21,0%,/
Cc1ccc(NC(=O)CN2Cc3ccccc3C2=O)c(C)c1,3%,/
Cc1cc2c(cc1S(=O)(=O)Nc1cccc(Cl)c1C)n(C)c(=O)c(=O)n2C,2%,/
CC(C)(C)NC(=O)Cn1cc(S(=O)(=O)Cc2ccc(F)cc2)c2ccccc21,5%,/
CCc1ccc(NC(=O)c2ccc(CN3CC(=O)N4CCCCC4C3=O)cc2)cc1 (stereo not drawn),-27%,/
Cc1ccc(S(=O)(=O)c2nnn3c2nc(N2CCN(c4ccccc4F)CC2)c2ccccc23)cc1C,-3%,/
COc1ccc(-c2cn3nc(N4CCC(C(=O)Nc5cc(Cl)ccc5C)CC4)sc3n2)cc1,-11%,/
CCCN(C(=O)Cn1ncc2c([nH]c3ccccc32)c1=O)c1ccc(F)cc1,2%,/
CCOc1cc(CNS(=O)(=O)c2ccc3c(c2)CC(=O)N3C)cc(OCC)c1OCC,-4%,/
COc1ccc(-c2cn3nc(N4CCC(C(=O)NCc5ccccc5F)CC4)sc3n2)cc1,10%,/
CCS(=O)(=O)N1CC(=O)N(c2cc(Cl)ccc2C)C(C)(C(=O)NC2CCCCCC2)C1 (stereo not drawn),0%,/
Cc1ccc(S(=O)(=O)c2cn(C)c3cc(N4CCCC4)c(F)cc3c2=O)c(C)c1,2%,/
COc1ccc(Cn2c(SCc3ccc(C(=O)NC4CCCC4)cc3)nc3cccnc32)cc1,-7%,/

# Following part:
canonical_smiles,p53ts 32C kill,Peg3 imprint
COc1ccc(NC(=O)Cn2c(SCc3ccc(F)cc3)nc3cccnc32)c(OC)c1,-27%,/
O=C(COCc1cc(-c2ccc3c(c2)OCO3)on1)Nc1cccc(O)c1,-30%,/
C=CC1(C)CC(=O)C2(O)C(C)(O1)C(OC(C)=O)C(O)C1C(C)(C)CCC(O)C12C (stereo not drawn),/,-3%&-6%
Cc1ccc(S(=O)(=O)N2CCC(=O)N([C@H](COCc3ccccc3)Cc3ccccc3)CC2)cc1,/,-16%
CC(=O)[C@]1(O)CC[C@@H]2[C@H]3C[C@@H](C)C4=CC(=O)CC[C@@]4(C)C3[C@@H](O)C[C@]21C (stereo partly drawn),/,-14%[10.9 µM]
C[C@@H]1CC=C[C@@H]2[C@H]1C(=O)N(Cc1ccccc1)[C@H]2c1ccccc1Br,/,-18%
O=C(CCCCCN1C(=O)c2cccc3cccc(c23)C1=O)NO,/,-26%
Cc1cccc(-c2ccc(-c3cc(=O)oc4cc(C)cc(C)c34)cc2)c1,/,-15%
COc1ccc(COc2cc(-c3cccc(OC)c3)nc3ccc(NC(=O)c4cccnc4)cc23)cc1,/,-20%
CC1=C(C)C[C@@]23CCCN2C(=O)CCC[C@H]3C1,/,-6%[97.3 µM]
COc1cc(C2CC(=O)Oc3cc(C)c(Br)c(C)c32)cc(OC)c1OC (stereo not drawn),/,-25%
COc1cc2oc(=O)cc(-c3ccc(-c4ccc(NC(C)=O)cc4)cc3)c2c(OC)c1OC,/,-18%
COc1ccccc1C1CC(=O)Oc2cc(OC)c(OC)c(OC)c21 (stereo not drawn),/,3%
COc1cccc2c1C(=O)c1c(O)c3c(c(O)c1C2=O)C[C@@](O)(C(=O)CO)C[C@@H]3OC1C[C@@H](N)[C@H](O)[C@H](C)O1 (stereo partly drawn),/,-40%[inhibitor]
O=c1cc(-c2ccccc2)[nH]c2cc(Cl)ccc12,/,-23%[97.3 µM]
CO[C@@H]1/C=C\O[C@]2(C)Oc3c(C)c(O)c4c(O)c(cc(O)c4c3C2=O)NC(=O)/C(C)=C\C=C/[C@H](C)[C@@H](O)[C@H](C)[C@H](O)C(C)[C@H](OC(C)=O)[C@@H]1C (stereo partly drawn),/,-5%[10.9 µM]
C=C1OC(CO)(n2cnc3c(N)ncnc32)C(O)C1O (stereo not drawn),/,3%
CCOC(=O)C1Oc2ccccc2C(c2ccc(OC)cc2)=C1C(=O)OC (stereo not drawn),/,-10%
O=C(O)Cc1cccc(OCCCN(Cc2cccc(C(F)(F)F)c2Cl)CC(c2ccccc2)c2ccccc2)c1,/,-33%[inhibitor]
Oc1cc(O)cc(/C=C/c2ccc(O)c(O)c2)c1,/,-39%&-38%[inhibitor]
O=c1cc(-c2ccccc2Cl)oc2ccc([N+](=O)[O-])c(O)c12,/,-30%[inhibitor]
COc1ccc(C2/C=C\CC(NC(=O)OCC3c4ccccc4-c4ccccc43)CC(=O)N2Cc2ccccc2F)cc1 (stereo not drawn),/,-18%[40.7 µM]
C[C@@H]1C(c2ccccc2)=NN(c2ccc(Br)cc2)[C@H]1C(=O)N1CCOC1=O,/,-10%
Cc1cccc([C@H]2[C@@H]3C=CC(C)C[C@@H]3C(=O)N2Cc2ccccc2)c1 (stereo partly drawn),/,-17%
CCCCCCCCCC(=O)NC(CN1CCOCC1)[C@H](O)c1ccccc1 (stereo partly drawn),/,-11%

# Two successive compounds already listed, for reference:
canonical_smiles,p53ts 32C kill,Peg3 imprint
Cc1cccc([C@H]2[C@@H]3C=CC(C)C[C@@H]3C(=O)N2Cc2ccccc2)c1 (stereo partly drawn),/,-17%
CCCCCCCCCC(=O)NC(CN1CCOCC1)[C@H](O)c1ccccc1 (stereo partly drawn),/,-11%

# Reprinted at random: three entries already listed.
canonical_smiles,p53ts 32C kill,Peg3 imprint
CC(=O)[C@]1(O)CC[C@@H]2[C@H]3C[C@@H](C)C4=CC(=O)CC[C@@]4(C)C3[C@@H](O)C[C@]21C (stereo partly drawn),/,-14%[10.9 µM]
O=C(O)Cc1cccc(OCCCN(Cc2cccc(C(F)(F)F)c2Cl)CC(c2ccccc2)c2ccccc2)c1,/,-33%[inhibitor]
CC(C)(C)NC(=O)Cn1cc(S(=O)(=O)Cc2ccc(F)cc2)c2ccccc21,5%,/

# Other structures follow.
canonical_smiles,p53ts 32C kill,Peg3 imprint
COc1c(C)c2c(c(O)c1CC=C(C)CCC(=O)OCCN1CCOCC1)C(=O)OC2,/,-22%
Cc1cc2c(c(C)c1Br)C(c1ccc3c(c1)OCO3)CC(=O)O2 (stereo not drawn),/,-14%
CCCCn1c(=O)c2[nH]c(C34CC5CC(CC3C5)C4)nc2n(CCCO)c1=O,/,-20%
C[C@@H]1C[C@@H]([C@@H](C)CC2CC(=O)NC(=O)C2)C(=O)[C@@H](C)C1,/,-33%[inhibitor]
O=c1cc(-c2ccccc2Cl)oc2c(NS(=O)(=O)c3cc(Cl)cc(Cl)c3O)ccc(O)c12,/,-11%[40.7 µM]
[N-]=[N+]=Nc1ccc(C(=O)CSC[C@H](NC(=O)CC[C@H](N)C(=O)O)C(=O)NCC(=O)O)cc1,/,-10%
Cc1cccc(C2=NN(c3ccccc3)[C@@H](C(=O)N3CCOC3=O)[C@@H]2c2ccc([N+](=O)[O-])cc2)c1,/,-12%
COc1ccc(COc2cc(-c3cccc(OC)c3)nc3ccc(NC(=O)c4ccc(N(C)C)cc4)cc23)cc1,/,-15%[40.7 µM]
COc1ccc(-c2cccc([C@H]3[C@@H]4C=CC[C@@H](C)[C@@H]4C(=O)N3Cc3ccccc3)c2)cc1,/,-13%
COc1ccccc1CNC(=O)c1cccc(-c2ccccc2OC)n1,/,-3%
COc1cccc2oc(SC)cc(=O)c12,/,-95%[inhibitor][97.3 µM]
C[C@H]1O[C@@H](n2cc(F)c(=O)[nH]c2=O)[C@H](O)[C@@H]1O,/,-22%
O=C1CCC[C@@H]2CC(NCc3ccc(Cl)c(Cl)c3)C[C@@H]3CCN1[C@H]23 (stereo partly drawn),/,-13%
CCOC(=O)C1Oc2ccccc2C(c2ccc(F)cc2)=C1C(=O)OC (stereo not drawn),/,-7%
Nc1ncnc2c1nc(Sc1ccc(Cl)cc1)n2[C@H]1O[C@@H]2COP(=O)(O)O[C@H]2[C@@H]1O,/,-7%
O=C1OCCN1C(=O)[C@H]1[C@H](c2ccc([N+](=O)[O-])cc2)C(c2ccc(F)cc2)=NN1c1ccc(Br)cc1,/,5%[40.7 µM]
CSc1nc(N)c2ncn([C@@H]3O[C@H](COP(=O)(O)OP(=O)(O)O)[C@H](O)[C@H]3O)c2n1,/,-2%
Cc1ccc(S(=O)(=O)N2CCC(=O)N(CCOC(=O)Nc3ccc(C)c(C)c3)CC2)cc1,/,-17%
COc1cc(OC)c2c(-c3cccc(-c4cccc(N)c4)c3)cc(=O)oc2c1,/,-34%[inhibitor]

# Whole records from above. Order of screens: p53ts 32C kill	Peg3 imprint
# COc1ccc(-c2cccc([C@H]3[C@@H]4C=CC[C@@H](C)[C@@H]4C(=O)N3Cc3ccccc3)c2)cc1 as listed: /	-13%
# COc1cc(OC)c2c(-c3cccc(-c4cccc(N)c4)c3)cc(=O)oc2c1 as listed: /	-34%[inhibitor]

# High-throughput results as filed in PubChem BioAssay.
